# Screening results (PubChem BioAssay)
# VLA-4 inh = inhibition in human VLA-4 binding assay, primary screen, VLA-4 allosteric modulator project, MLPCN library, flow cytometry, VLA-4 expressing cells; Integrin alpha-4 (Homo sapiens), P13612; ligand binding flow cytometry; inhibition, % (about 7 µM as worked out from the volumes in the protocol); 0.2% of 330,000 active; in the data active = inhibition above about 50%
# PP5 inh = PP5 phosphatase inhibitors, primary screen, biochemical, fluorescence | purified PP5c, OMFP substrate fluorescence | inhibition, % at 6.7 µM | 0.18% of 320,000 active;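 active = inhibition above the campaign's mean inhibition across all tested compounds plus 3 SD, cut at about 9.5% in these data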;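 note: 0% = DMSO only and 100% = 100 µM cantharidin control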
# GRK2 inh = compounds blocking aptamer binding on GRK2 – biochemical, human GRK2, bead flow cytometry, HTS, primary screen | inhibition of aptamer binding, % at 10 µM | 0.59% of 330,000 active | FAM-aptamer displacement from GRK2 | Beta-adrenergic receptor kinase 1 (Homo sapiens), P25098;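 active = inhibition of aptamer binding above 40%, roughly 3 SD of noise, on plates passing a quality check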;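 note: median bead fluorescence of bound FAM aptamer so fluorescent compounds give negative values; no value below 0 was filed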
# Target sequence (P25098 whole entry, looked up): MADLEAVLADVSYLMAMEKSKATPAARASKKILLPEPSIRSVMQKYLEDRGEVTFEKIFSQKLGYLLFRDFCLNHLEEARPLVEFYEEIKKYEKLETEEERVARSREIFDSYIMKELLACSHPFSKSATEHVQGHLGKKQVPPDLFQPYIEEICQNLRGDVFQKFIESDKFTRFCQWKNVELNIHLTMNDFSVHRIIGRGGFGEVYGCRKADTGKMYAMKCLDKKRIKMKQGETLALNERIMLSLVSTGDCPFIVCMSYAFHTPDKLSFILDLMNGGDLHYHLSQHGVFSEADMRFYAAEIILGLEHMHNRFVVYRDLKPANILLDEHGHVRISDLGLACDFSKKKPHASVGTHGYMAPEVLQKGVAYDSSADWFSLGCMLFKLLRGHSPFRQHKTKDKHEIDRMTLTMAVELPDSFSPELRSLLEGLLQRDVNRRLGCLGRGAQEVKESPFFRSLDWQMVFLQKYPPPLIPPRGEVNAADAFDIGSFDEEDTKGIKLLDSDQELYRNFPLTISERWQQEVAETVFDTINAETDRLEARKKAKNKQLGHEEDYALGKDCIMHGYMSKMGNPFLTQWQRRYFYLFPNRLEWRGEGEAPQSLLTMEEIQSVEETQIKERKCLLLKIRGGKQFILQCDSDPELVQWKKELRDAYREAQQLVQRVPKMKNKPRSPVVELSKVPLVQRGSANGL
# PP1 counter = PP1-alpha phosphatase inhibitors, primary screen, counter-screen for PP5 inhibitor project, biochemical, fluorescence, OMFP substrate, single point. Serine/threonine-protein phosphatase PP1-alpha catalytic subunit (Homo sapiens), P62136. purified PP1alpha. inhibition, % at 6.7 µM. 0.9% of 320,000 active;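 active = inhibition above the mean inhibition of all tested compounds plus 3 SD, computed separately for each screening campaign, cut at about 15% in these data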
# Target sequence (P62136 whole entry, looked up): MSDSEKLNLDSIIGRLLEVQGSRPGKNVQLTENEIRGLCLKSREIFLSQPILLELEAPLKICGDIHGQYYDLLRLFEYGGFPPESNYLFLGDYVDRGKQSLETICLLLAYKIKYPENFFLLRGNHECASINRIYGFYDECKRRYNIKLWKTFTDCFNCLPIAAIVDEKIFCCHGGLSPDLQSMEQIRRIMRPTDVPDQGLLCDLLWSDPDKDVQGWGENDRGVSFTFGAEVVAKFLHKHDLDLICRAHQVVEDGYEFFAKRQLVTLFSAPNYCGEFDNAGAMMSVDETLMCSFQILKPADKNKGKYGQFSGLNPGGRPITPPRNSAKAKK
# Fh CTSL1 inh = Fasciola hepatica cathepsin L1 inhibitors, primary screen, counter-screen for PFM18AAP inhibitor project, biochemical, QFRET, fluorogenic peptide substrate; recombinant F. hepatica cathepsin L1, Z-Leu-Arg-MCA fluorescence; 0.49% of 300,000 active; inhibition, % at 5.96 µM;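 active = inhibition above the mean of all tested compounds plus 3 SD, set per screening campaign, cut at about 17% in these data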;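 note: 0% = plate median of test compound wells and 100% = 1 µM Z-Phe-Ala-diazomethylketone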
# JMJD2C inh = inhibitors of GASC-1 histone demethylase, primary screen, biochemical, fluorescence, DELFIA europium; Lysine-specific demethylase 4C (Homo sapiens), Q9H3R0; GST-JMJD2C(1-420) H3K9me3 demethylation; inhibition, % at 2.35 µM; 0.069% of 330,000 active;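 active = more than half of a compound's replicate wells show inhibition beyond 50%, single wells judged on their own value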;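 note: signal counts dimethyl H3K9 product captured on neutravidin plate; 0% = median of DMSO wells and 100% = 0.3 times that DMSO median; strong numbers were not always called active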
# HCV core dimer = inhibitors of HCV core protein dimerization, primary screen, biochemical, TR-FRET, high-throughput; TR-FRET GST/Flag-core106 dimerization, 1536-well; inhibition, % at 5 µM; 0.33% of 300,000 active;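 active = inhibition above the mean of all tested compounds plus 3 SD, set per screening campaign, cut at about 45% in these data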
#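 Assay system: Tagged HCV core106 pair (GST and Flag) | Buffer or medium: KF-containing HEPES buffer, pH 7.45, DTT, CHAPS, BSA | Also added: Eu donor and XL665 acceptor anti-tag antibodies | Dosing: One concentration, 5 µM, in 0.5% DMSO | Timing: 4 h at 22.5 °C | Technique: TR-FRET 671 and 617 nm emission | Repeats: Singlicate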
# procasp3 activ = activators of human procaspase-3 D3A mutant, primary screen, biochemical, absorbance, PC-3 D3A mutant, single concentration; activation, % at 8.5 µM; 0.11% of 330,000 active; recombinant procaspase-3 D3A, Ac-DEVD-pNA absorbance 405 nm; Caspase-3 (Homo sapiens), P42574;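 active = activation above the mean of all tested compounds plus 3 SD, cut at about 21% in these data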;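 note: 0% = DMSO alone and 100% = DMSO wells spiked with extra 5 µM PC-3 D3A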
#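 Assay system: Autoprocessing-dead procaspase-3 D3A mutant enzyme; also added: Ac-DEVD-pNA; doses: one concentration, 8.5 µM nominal, 0.8% DMSO; times: 1 h compound preincubation, 2 h substrate hydrolysis at 25 °C; technique: 405 nm absorbance of p-nitroaniline, reads at 0 and 120 min; measure: % activation between DMSO and enzyme-spiked controls; repeats: single replicate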
# proCasp7 act = procaspase-7 activators, primary screen, counter-screen for procaspase-3 activator project, biochemical, absorbance, HTS, human. Caspase-7 (Homo sapiens), P55210. recombinant procaspase-7, Ac-DEVD-pNA absorbance 405 nm; D23A/D198A/D206A triple mutant, cannot self-cleave; scale: DMSO 0, 5 µM enzyme 100. activation, % at 8.5 µM. 0.093% of 330,000 active. AID 463210, 2010;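 active = percent activation above the screen-wide mean plus 3 SD, cut at about 25% in these data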
#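 Assay system: Uncleavable procaspase-7 mutant enzyme / Input: 2 µM procaspase-7 mutant as dispensed / Dosing: single nominal 8.5 µM compound dose, 0.8% DMSO final / Timing: 1 h enzyme–compound preincubation and 2 h substrate reaction, both 25 °C / Detection: p-Nitroaniline absorbance at 405 nm, read at 0 and 120 min / Replication: singlicate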
# An asterisk follows results filed as active; . = no result given; & = joins results of further samples. Rows are unselected; overall some 2.6% were active at least once.
No.	molecule	VLA-4 inh	PP5 inh	GRK2 inh	PP1 counter	Fh CTSL1 inh	JMJD2C inh	HCV core dimer	procasp3 activ	proCasp7 act
1	CCc1c(C(=O)NCc2ccccc2Cl)[nH]c(C)c1C(C)=O	3	3.7	0	-1	1	12	-2	2	2
2	Cc1ccc(C(=O)OC(C)C(=O)Nc2ccc(Cl)cn2)s1 (stereo not drawn)	12	3.6	0	-3	.	-4	.	4	4
3	Cc1ccc(C(=O)O/N=C\c2ccc(N3CCCCC3)c([N+](=O)[O-])c2)cc1	8	0.7	2	3	-3	-3	15	-3	-2
4	Cc1ccc(C)c(OCCC(=O)OCC(=O)Nc2cc(S(=O)(=O)N3CCOCC3)ccc2C)c1	2	1.1	2	-6	-7	-7	2	8	-6
5	CC1CCN(S(=O)(=O)c2cccc3cccnc23)CC1	-3	2.3	2	1	-2	7	-2	1	0
6	CC(=O)Nc1nc2ccccc2n1Cc1ccccc1C	12	0.2	0	-5	-3	59	3	10	2
7	CCC1CCCCN1CCCNC(=O)CN1C(=O)COc2ccc(S(=O)(=O)N3CCOCC3)cc21 (stereo not drawn)	6	1.9	0	-5	-2	23	-3	7	3
8	O=C(NCc1ccc(F)cc1)c1c2c(nc3ccccc13)CCC2	-5	3.4	2	6	-2	6	22	1	-4
9	COC(=O)c1ccc(NC(=O)CSc2nccn2CCc2ccccc2)cc1	3	2.6	0	1	0	4	2	0	-13
10	O=C(NC1CCCCC1)C(c1ccccc1)N1CCC2(CC1)OCCO2 (stereo not drawn)	-2	1.4	0	-1	-2	13	-7	4	2
11	CCOC(=O)C1Nc2ccc(OC(F)(F)F)cc2C2C=CCC12 (stereo not drawn)	2	1.2	2	0	-3	-4	-6	-1	-14
12	COc1ccc(CNC(=S)NCc2ccc(Cl)cc2)cc1OC	-2	4.1	1	0	1	2	8	7	8
13	CC1=CC(C)(C)NC(=S)N1c1ccc(C)cc1	-9	2.7	5	-4	-2	11	-3	-2	-11
14	CCc1nnc(NC(=O)c2ccc(-c3ccc([N+](=O)[O-])cc3Cl)o2)s1	13	2.2	0	0	-2	-5	7	11	3
15	CN(C)S(=O)(=O)c1ccc(C(=O)NCCSc2ccccc2)cc1	-2	1.6	0	-4	-4	-28	0	6	1
16	COc1cccc2sc(=NC(=O)CS(=O)(=O)c3ccc(Cl)cc3)n(C)c12	-2	0.9	3	-4	11	-27	-11	9	-3
17	O=C1C=C(/C=C/c2ccccc2)C[C@@H](c2ccc(F)cc2)C1	0	2.0	1	7	.	8	.	-9	-4
18	Cn1nc(C(=O)Nc2c(-c3ccccc3)nc3sccn23)c2ccccc2c1=O	-35	-2.0	0	15	7	-2	-1	5	4
19	COc1ccc(CN2CCN(C(=O)Cn3ncn4cccc4c3=O)CC2)c(OC)c1OC	-5	3.2	2	0	-1	0	0	3	-1
20	O=C(NNC(=O)C1CCC1)c1ccccc1F	6	0.6	3	1	-2	-3	1	7	-7
21	CC1c2nc3ccccc3n2C(CC(=O)NCCCN2CCOCC2)C(=O)N1Cc1ccccc1 (stereo not drawn)	28	-2.3	0	0	1	199	7	1	13
22	CSC1=N/C(=C\c2ccc(C)o2)C(=O)S1	-16	-0.7	2	-1	2	12	-14	-7	-5
23	CC(C)(C)NC(=O)N1CCC(CO)(Cc2ccccc2Cl)CC1	4	0.1	1	-1	-6	-3	2	5	5
24	COc1ccc(NC(=O)CNC(=O)Cc2cccc3ccccc23)cc1	-5	.	0	.	.	3	.	-2	-2
25	CCN(CC)C(=O)Cn1cnc2sc(C(=O)NCCCN3CCOCC3)c(C)c2c1=O	25	0.6	1	0	-2	11	-15	16	2
26	Cc1cc(N2CCCC2)c(C)cc1C=O	-2	-2.0	0	-2	2	0	-4	3	3
27	CSc1ccc(C2=CC(=O)C[C@H](c3ccc(Cl)cc3)C2)cc1	0	1.5	5	3	.	4	.	2	2
28	CSc1ccc(CN2CCN(C(=O)c3ccncc3)CC2)cc1	7	-1.2	12	-2	0	4	1	-1	-1
29	COc1ccc(Oc2c(C)oc3cc(OC(=O)N4CCOCC4)ccc3c2=O)cc1	12	1.4	3	1	2	29&4	6	8	-1
30	Cc1ccc(C)n1-c1ccc(N(C)C)cc1	3	3.2	0	-13	-1	3	0	-9	-5

# Part of the list above, reformatted.
# Order of results – VLA-4 inh, PP5 inh, GRK2 inh, PP1 counter, Fh CTSL1 inh, JMJD2C inh, HCV core dimer, procasp3 activ, proCasp7 act
[29] COc1ccc(Oc2c(C)oc3cc(OC(=O)N4CCOCC4)ccc3c2=O)cc1
→ 12, 1.4, 3, 1, 2, 29&4, 6, 8, -1
[23] CC(C)(C)NC(=O)N1CCC(CO)(Cc2ccccc2Cl)CC1
→ 4, 0.1, 1, -1, -6, -3, 2, 5, 5

# Later entries
No.	molecule	VLA-4 inh	PP5 inh	GRK2 inh	PP1 counter	Fh CTSL1 inh	JMJD2C inh	HCV core dimer	procasp3 activ	proCasp7 act
31	Cc1cc(C)cc(OCC(=O)NCCN2CCOCC2)c1	10	1.4	1	-4	0	4	-6	-5	-4
32	CCN(C(=S)Nc1ccc(Oc2ccccc2)cc1)c1ccccc1	16	1.4	1	-1	0	-12	-2	-12	-5
33	NC(=O)c1ccc(NCC2COc3ccccc3O2)c([N+](=O)[O-])c1 (stereo not drawn)	-5	2.7	0	-2	3	6	0	3	-5
34	Cc1ccc(C2CC(=O)c3cnc(N4CCc5ccccc5C4)nc3C2)cc1 (stereo not drawn)	0	2.1	2	-1	1	7	3	1	10
35	CCN1CCC(Nc2ccnc3cc(Cl)ccc23)CC1	48	2.2	0	0	-1	-6	4	0	-2
36	CCc1c(C)c2ccc(OC(C)C(=O)NC(Cc3c[nH]c4ccc(O)cc34)C(=O)O)c(C)c2oc1=O (stereo not drawn)	52*	2.8	1	-2	1	6	-1	6	8
37	COc1ccc(C2N(c3ccc(Cl)cc3)C(=O)C3CCCN32)cc1 (stereo not drawn)	-7	1.1	0	-4	1	4	-4	-2	7
38	COc1cc(C)nc(N2CCCC(C(=O)NCC(C)C)C2)n1 (stereo not drawn)	16	0.8	0	0	-1	-2	0	9	-5
39	CC(C)(C)C(=O)Nc1ccc(C(=O)N/N=C/c2ccccc2OC(=O)c2ccc(Cl)cc2)cc1	0	4.6	4	-2	-4	0	25	-13	-29
40	O=C(Nc1ccccc1-c1ccccc1)C12CC3CC(CC(C3)C1)C2	-4	2.2	4	1	-1	-3	12	-14	7
41	O=C(O)c1cc(Nc2nc(N3CCOCC3)nc(N3CCOCC3)n2)ccc1Cl	-4	2.0	0	-1	-2	-4	2	1	6
42	O=C(COC(=O)c1nc(Cl)ccc1Cl)NNC(=O)c1cccs1	21	2.6	0	-7	-12	-12	1	1	13
43	CCOC(=O)CN(C)Cc1c[nH]c2ccccc12	-6	5.1	0	-1	-2	-4	3	-4	-8
44	Cc1ccc(SCc2ccc(C(=O)Nc3cc([N+](=O)[O-])ccc3C)cc2)cc1	10	0.6	0	2	-2	11	9	-7	-1
45	COc1ccc(CCNC(=O)C2CCCN2C(=O)Nc2cccc(OC)c2)cc1 (stereo not drawn)	1	0.2	4	2	-1	13	-1	-7	5
46	COc1ccc(NC(=O)C2CCN(c3cnccn3)CC2)cc1OC	9	-0.8	0	-1	1	-7	0	2	1
47	Cc1nonc1NC(=O)c1oc2ccc(F)cc2c1C	13	0.1	0	0	-1	0	-2	0	-9
48	COc1ccc(NC(=O)c2ccc3c(c2)n(C)c(=O)n3C)cc1	-8	1.6	0	0	-1	1	5	1	14
49	O=C(c1ccccc1Cl)N(Cc1ccccc1F)N1C(=O)CCCC1=O	-4	1.0	2	0	2	-7	1	-5	0
50	Cn1c(N)c(C(=O)COC(=O)CCc2nc3ccccc3s2)c(=O)n(C)c1=O	-6	-0.2	1	-2	-29	16	2	4	6
51	Cc1ccc(S(=O)(=O)N2CCCC(C(=O)NCc3ccccn3)C2)cc1 (stereo not drawn)	18	1.5	0	2	-1	1	-1	-6	11
52	O=c1c2c3c(sc2n2c(=S)[nH]nc2n1-c1ccccc1)CCC3	-7	0.9	1	-1	-1	2	2	-11	-6
53	O=C(Nc1cccc(Cl)c1)Nc1nnc(-c2ccncc2)s1	-7	0.0	1	10	4	-9	18	3	5
54	CC(=O)Nc1ccc(NC(=O)CSc2ccc(-c3ccc(-n4ccnc4)cc3)nn2)cc1	26	0.4	0	-3	0	23	5	14	-6
55	S=C(Nc1ccc(Cl)cc1)NC1CCN(Cc2ccccc2)CC1	7	2.1	0	1	-2	-3	-2	5	2
56	CC(C)Cc1cc(C(=O)N2CCN(c3ccc(F)cc3)CC2)no1	1	0.5	4	3	-4	3	0	10	-6
57	Cc1cc(=O)[nH]c(N/N=C/CCc2ccccc2)n1	-2	1.1	0	0	-3	2	1	10	-1
58	CCCn1nnc(NC(=O)C(C)C)n1	6	-0.8	1	-1	-3	-3	1	2	10
59	O=C1NC2(C=Cc3c(ccc4ccccc34)O2)Oc2ccccc21 (stereo not drawn)	-2	2.0	0	-2	0	10	10	-5	11
60	O=C(Nc1nc(-c2ccccn2)cs1)c1ccc(-c2ccccc2F)o1	-8	3.2	3	20*	.	0	.	-31	-29
61	Cc1cccc(CN2CCC(n3nccc3NC(=O)CCCc3ccccc3)CC2)n1	11	1.3	17	-5	-3	9	-5	10	-4
62	CN(C)S(=O)(=O)n1cnc(C(CCO)c2ncn(S(=O)(=O)N(C)C)c2CCCO)c1 (stereo not drawn)	22	0.5	40	-4	.	4	.	10	6
63	COc1cc(NS(=O)(=O)c2ccc(C)cc2)ccc1-n1cnnn1	5	-1.8	0	1	-2	20	-5	6	-4
64	O=C1CN(c2ccc(Br)cc2)C(=O)N1CC(=O)N1CCCc2ccccc21	7	1.8	0	0	1	-1	8	-4	-2
65	CCN(CC)S(=O)(=O)c1cc(NS(=O)(=O)c2cccc(Cl)c2)ccc1C	0	-0.6	1	6	5	-1	-3	-3	-6
66	COc1ccc(NS(=O)(=O)c2cc(NC(=O)CC(=O)c3ccc([N+](=O)[O-])cc3)ccc2C)cc1	-4	0.3	0	13	2	-10	20	1	-7
67	CC(=O)c1ccc(N2CCN(S(=O)(=O)c3ccc4c(c3)NC(=O)CO4)CC2)cc1	16	1.6	0	-3	1	-3	3	3	5
68	Clc1ccc(OCCCCCN2CCCC2)c(Br)c1	0	2.7	.	3	1	8	-7	-6	-2
